# From PubChem
# Dicer inh: human Dicer pre-microRNA cleavage inhibition; cat-ELCCA pre-miR-21 Dicer processing, chemiluminescence; stronger effect = higher value; z-score at 25 µM; actives 6% (n = 47,000); in the data active = z-score above about 3, passing the limit was not always enough;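 note: plate controls were vehicle for no effect and no enzyme for full effect; higher signal means more uncleaved substrate so more Dicer inhibition; strong numbers were not always called active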
# Target sequence (Q9UPY3 whole entry, looked up): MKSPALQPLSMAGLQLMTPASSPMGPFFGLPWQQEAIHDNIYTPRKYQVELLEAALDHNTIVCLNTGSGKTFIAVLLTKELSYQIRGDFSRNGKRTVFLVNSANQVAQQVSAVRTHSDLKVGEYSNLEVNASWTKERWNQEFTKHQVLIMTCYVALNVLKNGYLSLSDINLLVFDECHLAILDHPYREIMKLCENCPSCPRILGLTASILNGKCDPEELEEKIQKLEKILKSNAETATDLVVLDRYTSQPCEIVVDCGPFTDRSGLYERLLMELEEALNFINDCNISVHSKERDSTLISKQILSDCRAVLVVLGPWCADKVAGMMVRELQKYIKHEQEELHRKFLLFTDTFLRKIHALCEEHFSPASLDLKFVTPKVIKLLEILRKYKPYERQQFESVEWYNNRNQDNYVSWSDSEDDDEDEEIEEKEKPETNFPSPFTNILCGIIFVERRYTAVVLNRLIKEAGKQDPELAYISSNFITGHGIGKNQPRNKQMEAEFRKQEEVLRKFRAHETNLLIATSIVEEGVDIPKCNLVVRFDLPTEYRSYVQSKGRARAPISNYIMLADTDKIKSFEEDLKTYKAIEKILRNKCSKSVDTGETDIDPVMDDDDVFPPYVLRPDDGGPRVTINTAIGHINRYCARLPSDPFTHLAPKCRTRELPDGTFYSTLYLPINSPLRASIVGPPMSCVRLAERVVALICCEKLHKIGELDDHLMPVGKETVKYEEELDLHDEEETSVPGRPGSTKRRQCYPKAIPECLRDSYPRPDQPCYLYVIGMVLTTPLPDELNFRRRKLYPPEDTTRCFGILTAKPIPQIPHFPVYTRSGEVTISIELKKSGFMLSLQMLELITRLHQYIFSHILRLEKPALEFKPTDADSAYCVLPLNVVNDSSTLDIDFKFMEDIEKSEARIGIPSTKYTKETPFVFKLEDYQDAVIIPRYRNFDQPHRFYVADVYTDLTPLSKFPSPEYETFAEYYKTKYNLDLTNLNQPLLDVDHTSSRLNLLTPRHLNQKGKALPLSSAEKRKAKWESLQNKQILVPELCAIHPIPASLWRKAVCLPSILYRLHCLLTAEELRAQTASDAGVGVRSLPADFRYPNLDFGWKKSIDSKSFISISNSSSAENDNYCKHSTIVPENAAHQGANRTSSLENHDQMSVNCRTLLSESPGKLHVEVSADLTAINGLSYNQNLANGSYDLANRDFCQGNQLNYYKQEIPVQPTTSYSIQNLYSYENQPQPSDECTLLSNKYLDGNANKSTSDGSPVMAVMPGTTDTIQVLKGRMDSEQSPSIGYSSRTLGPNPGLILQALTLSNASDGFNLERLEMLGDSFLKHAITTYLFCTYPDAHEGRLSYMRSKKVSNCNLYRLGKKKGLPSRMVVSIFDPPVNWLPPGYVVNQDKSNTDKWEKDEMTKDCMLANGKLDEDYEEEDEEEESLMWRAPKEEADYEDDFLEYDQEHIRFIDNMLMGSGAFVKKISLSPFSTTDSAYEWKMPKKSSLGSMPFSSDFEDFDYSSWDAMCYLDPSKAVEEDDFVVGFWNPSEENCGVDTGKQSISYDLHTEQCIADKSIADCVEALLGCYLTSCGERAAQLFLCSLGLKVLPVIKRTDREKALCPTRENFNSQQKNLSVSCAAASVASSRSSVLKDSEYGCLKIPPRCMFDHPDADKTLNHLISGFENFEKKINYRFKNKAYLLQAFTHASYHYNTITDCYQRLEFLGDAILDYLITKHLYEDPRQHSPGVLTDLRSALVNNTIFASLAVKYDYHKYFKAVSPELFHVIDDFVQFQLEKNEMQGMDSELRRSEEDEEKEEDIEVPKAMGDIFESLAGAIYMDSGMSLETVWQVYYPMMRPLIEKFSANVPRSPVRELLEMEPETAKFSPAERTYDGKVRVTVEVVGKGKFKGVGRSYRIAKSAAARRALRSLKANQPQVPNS
# Active calls of the source: *. These rows are one share of the data. The share of hits here may be higher or lower than overall.
SMILES,Dicer inh
O=C(NC(=O)c1csnn1)Nc1nc2ccccc2s1,-3.9
COc1ccccc1N1CCn2c1nc1c2c(=O)n(CC(=O)O)c(=O)n1C,-0.15
COc1cccc(OCCn2cc(C(=O)C3CC3)c3ccccc32)c1,-1.3
O=C(O)c1ccc(OCC(F)(F)F)nc1,-0.89
COc1ccc(-c2cc(-c3ccccc3)n3ncnc3n2)cc1,-0.22
CCn1ccnc1C(O)c1ccc(C)cc1 (configuration not stated),3.1*
CCOC(=O)c1ccc(NC(=O)CS(=O)(=O)C(C)C)cc1,-0.19
Cn1nc(C(C)(C)C)c(NC(=O)c2sccc2Cl)c1C(C)(C)C,0.88
Cc1onc(-c2c(Cl)cccc2Cl)c1NC(=O)NC(=O)c1c(Cl)cccc1Cl,0.74
CC(=O)N1C(=O)c2ccc([N+](=O)[O-])cc2C1=O,1.2
N#Cc1nc(-c2ccc(F)cc2)oc1NCCN1CCOCC1,-0.77
CCC(Sc1nnc2c3ccccc3n(C)c2n1)C(=O)NC(C)c1ccccc1 (configuration not stated),1.1
O=C(NNc1ncc(C(F)(F)F)cc1Cl)NC(=O)c1ccccc1Cl,2.9
N#Cc1ccc(CSC2=NCN(Cc3ccccc3)CN2)cc1,-0.69
O=S(=O)(c1ccccc1)N1N=C(c2ccccc2)CC1c1ccccc1F (configuration not stated),-0.56
NC(=O)c1c(C(F)(F)F)cc[nH]c1=O,0.12
CCNc1oc(COc2ccc(F)cc2)nc1C#N,2.3
CCCC(CCC(=O)Nc1nncs1)C(=O)O (configuration not stated),0.64
CN(C)c1ccc(NCc2ccccn2)cc1,-1.7
CC(=O)OCC12CC=C(C)C(C1)C(c1ccccc1OC(C)=O)OC2 (configuration not stated),0.85
CC(C)N1C(=O)C2ON(c3ccccc3)C(c3cccs3)C2C1=O (configuration not stated),-2.1
O=C(c1c[nH]c2ccccc12)C1CCCCC1,0.61
Cc1cc(C)c2ccc(C3=C(O)c4ccccc4C3=O)nc2c1O,2
CC1=CCC2C(=O)N(c3cccc(C(=O)OCC(=O)c4ccc(Br)cc4)c3)C(=O)C2C1 (configuration not stated),1
Cc1ccnc(NC(NC(=O)c2ccccc2C)(C(F)(F)F)C(F)(F)F)c1,0.4
O=C(NNc1nc(-c2cccc([N+](=O)[O-])c2)cs1)c1ccccc1Cl,-0.14
C=CCOC(=O)c1sc(N2C(=O)c3oc4ccccc4c(=O)c3C2c2cccs2)nc1C (configuration not stated),-0.85
CN(C)c1ccc(/C=N\Nc2nc3c(c(=O)n(C)c(=O)n3C)n2C/C=C\c2ccccc2)cc1,17
CCOC(=O)c1c(NC(=O)c2nc3ncccn3n2)sc2c1CCCCC2,-1.5
O=S(=O)(NN1C2CSC1CS2)c1ccc(F)c(Cl)c1,-2.1
Cc1[nH]cnc1C(=O)N/N=C/c1ccncc1,2.5
CCC1C(=O)C(C)(C)C(=O)OC1c1cccc(Br)c1 (configuration not stated),62
Cc1ccnc(Nc2nc(-c3c(C)nc4cc(C)ccn34)cs2)c1,5.6*
Cc1csc2c(SCC(=O)NNS(=O)(=O)c3cccc(C(F)(F)F)c3)ncnc12,-0.33
O=c1[nH]nc(Sc2ncccc2C(F)(F)F)n1-c1ccccc1C(F)(F)F,1.9
Clc1ccc(Sc2nc3ccc(Cl)cc3s2)cc1,-2.4
Cc1cc(NC(=O)CSc2nnc(-c3ccncc3)n2Cc2ccccc2)n(-c2ccccc2)n1,-0.6
Cc1ccc(C(=O)O)cc1N1C(=O)CCC1=O,4.7*
CCOC(=O)c1sc2nc(N3CCOCC3)c3c(c2c1N)CCCC3,-0.83
CCOC(=O)c1cc2cc(OCC)ccc2[nH]1,1.5
CCCc1nc2ccccc2n1CC(O)COc1ccc(Cl)cc1 (configuration not stated),-1.3
N/C(=N\O)c1snnc1-c1ccccc1,-0.08
CC1Cc2ccccc2N1C(=O)CSc1nc(-c2ccco2)cc(C(F)(F)F)n1 (configuration not stated),-0.11
Cn1cnnc1Sc1nc2c(c(=O)n(C)c(=O)n2C)n1Cc1cccc(Cl)c1,1.6
N/C(=N\N=C\c1ccccc1)N/N=C/c1ccccc1,0.94
Cc1n[nH]c(C)c1C(=O)CC1(O)C(=O)N(Cc2ccccc2)c2ccc(Br)cc21 (configuration not stated),1.5
C=CCSc1nnc2c(n1)OC(c1ccccc1OCC(=O)O)Nc1ccccc1-2 (configuration not stated),-0.17
COc1ccc(N2COC(C)c3nc4ccccc4n3C2)cc1 (configuration not stated),1.6
CCOC(=O)CSC(=S)NC(C)c1ccccc1 (configuration not stated),-0.74
CCCCNC(=O)n1nccc1-c1sc(-c2cccs2)nc1C,0.78
Nc1ccc(C(=O)OCc2nc3cc4ccccc4cc3[nH]2)cc1,1.4
CCc1ccc(C(=O)/C=C/Sc2nc3ccccc3o2)cc1,1.3
CCOC(=O)c1cc(C(=O)/C=C/N(C)C)on1,-1
Oc1cc2c(cc1C(c1ccc(C(F)(F)F)cc1)N1CCOCC1)OCO2 (configuration not stated),6.5*
O=C1c2ccc3c4c(ccc(c24)C(=O)N1c1cccc(O)c1)C(=O)N(c1cccc(O)c1)C3=O,0.5
CCOC(=O)c1sc(/S(C)=N/S(=O)(=O)c2ccc(Cl)cc2)c2c1CCC=C2 (configuration not stated),-3.1
CCCc1cc2c(=O)c(-c3ccc(C(=O)OCC)o3)c(C)oc2cc1OC,-0.33
CCCN1C[C@H](CSC)C[C@@H]2c3cccc4[nH]cc(c34)C[C@H]21,-0.93
CCOC(=O)/C(C#N)=C/N(C)c1ccc(F)cc1F,-0.1
COc1ccc(OC)c(NC(=O)CSC2=NCCS2)c1,2.2

# Continued:
SMILES,Dicer inh
O=S(=O)(CCO/N=C/c1cccs1)c1ccc(Cl)cc1,-0.42
Nc1ncnc2c1ncn2CC(O)CO (configuration not stated),6.8*
Cc1nc(-c2ccccc2)c(-c2ccccc2)s1,1.8
CCOC(=O)c1c(SC)nc2c(C(F)(F)F)cccc2c1N1CCCC1,-0.85
O=C1c2ccccc2-c2nc3ncnn3c(-c3ccccc3Cl)c21,-0.93
CCOC(=O)Sc1ccc2ccccc2c1,-0.58
Cc1ccc(-c2nnc3c4ccccc4c(C)nn23)cc1S(=O)(=O)NC(C)C,-0.13
CC1CCc2c(sc3ncn(CC(=O)N/N=C/c4ccco4)c(=O)c23)C1 (configuration not stated),0.24
NC1=NC(c2ccccc2)C(C(=O)c2ccccc2)N1 (configuration not stated),-1.1
CCCCCc1cnc(-c2ccc(C#N)cc2)nc1,-0.08
CC(C)S(=O)(=O)c1cnc(-c2cccnc2)nc1N,-0.99
COc1ccc(C(=O)NC(=Nc2c(C)cccc2C)SC)cc1,-0.85
N#Cc1c2c(c(N3CCN(CCO)CC3)n3c1nc1ccccc13)CCCC2,61
CSc1nc(/N=C/N(C)C)nn1CCC#N,-0.26
c1ccc(N2CCN(CN3CCN(c4ccccc4)CC3)CC2)cc1,0.38
CCOC(=O)c1cnc2c(c(C)nn2C)c1N1CCC(n2cccc2)CC1,-0.53
CCOC(=O)c1c(C)nn(-c2ncccc2NC(=O)CCC(=O)O)c1C,0.23
N#Cc1c(Nc2ccccc2)[nH]c(=O)[nH]c1=O,-0.54
CCOC(=O)c1sc(-c2ncc(C(F)(F)F)cc2Cl)nc1C,1
CCCN(CCC)S(=O)(=O)c1ccc(C(=O)N/N=C/C=C/c2ccccc2)cc1,0.9
O=c1c2ccccc2c2ccccc2c(=O)n1Cc1ccccn1,2.4
CC(C)(C)n1ccc(-c2cc(F)cc(F)c2O)n1,0.92
CCC1(C)CC(=O)NC1=O (configuration not stated),15
Cc1onc(-c2ccccc2Cl)c1NC(=O)O/N=C(\N)c1ccc(Cl)cc1,0.89
COc1c(Cl)cc(Cl)c(OC)c1C(=O)O,-1.2
Cc1ccc(F)cc1N1CC(C(=O)O)CC1=O (configuration not stated),0.08
Cc1ccc(C2C(C#N)=C(N)Oc3n[nH]c(-c4ccccc4)c32)s1 (configuration not stated),-5.7
Clc1ccc(CN2CCN(CC3CC=CCC3)CC2)cc1 (configuration not stated),0.79
O=C(Oc1ccc2oc(=O)sc2c1)c1ccccc1Cl,7.2*
C=CCOC(=O)C1=C(C)N=C2SCCC(=O)N2C1c1cccc(F)c1 (configuration not stated),2
Cc1nnc(SCC(=O)Nc2ccc(F)cc2F)s1,0.78
Oc1ccccc1-c1cncn1Cc1ccccc1,0.79
CCOC(=O)c1c(C)oc(=O)c(Br)c1C,-1.1
Cc1nn(-c2ccccc2)nc1C(=O)Nc1ccc2[nH]ncc2c1,0.01
Cc1nn(-c2ccccc2)c2[nH]c3ccccc3c(=O)c12,1.3
COCc1[nH]nc2c1C1(CCN(C(=O)c3ccccc3)CC1)C(C#N)=C(N)O2,-7
CC(=O)Oc1c(I)c(=O)n(C)c2ccccc12,-0.68
N/C(Cc1cc(C(F)(F)F)cc(C(F)(F)F)c1)=N\O,-0.85
Cc1nn(-c2ccccc2)c2nc(N)c(C(N)=O)cc12,0.23
CC(=O)/C(C#N)=C(\N)SCc1c(Cl)cccc1Cl,-0.24
Fc1ccc(-c2csc3ncnc(NCCN4CCOCC4)c23)cc1,11
O=C(Nc1ccncc1)c1cc([N+](=O)[O-])ccc1Sc1ccccc1,-0.02
COc1ccc(NC(=O)CSc2nc(-c3ccco3)cc(C(F)(F)F)n2)cc1,1.6
O=C(NNc1ncc(C(F)(F)F)cc1Cl)c1ccc(Cl)c(Cl)c1,2.9
COC(=O)c1c(NC(=O)CCCOc2ccc(Cl)cc2)sc2c1CCC2,1.5
CCOc1cc(S(=O)(=O)n2cc(C)nc2CC)ccc1F,-0.3
Cc1cc2n(n1)C(c1ccc(C(=O)O)cc1)Nc1c(C)cccc1-2 (configuration not stated),2.4
CCCCSC1=C(C#N)C(=O)NC(C(C)C)S1 (configuration not stated),-3.4
Cc1ccc(OCC(=O)OC2=C(C(=O)c3ccccc3)N(C)S(=O)(=O)c3ccccc32)cc1,-0.36
Cc1cc(=O)n2c(n1)NC(Nc1ccccc1)=NC2c1ccccc1 (configuration not stated),-0.55
Cc1cc(C(=O)CSc2nnc3ccccn23)c(C)n1-c1ccc(F)cc1,-1.5
COc1cccc(-c2nnc(-c3cc([N+](=O)[O-])ccc3Oc3cncc(Cl)c3)o2)c1,-0.67
CC(O)CSc1nc2c(c(=O)n(C)c(=O)n2C)n1Cc1ccccc1 (configuration not stated),0.15
CC(C)(C)c1ccc(-c2nnc(NC(=O)c3cccs3)s2)cc1,0.82
CCc1ccc(Oc2c(C(F)(F)F)oc3c(CN4CCN(CC)CC4)c(O)ccc3c2=O)cc1,2.1
CCOC(=O)CSc1nnnn1-c1ccc(C(=O)O)cc1,-0.4
O=C(CSc1nnc(SCc2cccc(C(F)(F)F)c2)s1)N1CCC(C(F)(F)F)CC1,-0.82
COc1cc2ncnc(N3CC(C)OC(C)C3)c2cc1OC (configuration not stated),0.89
CCOC(=O)C1=C(C)NC2=C(C(=O)CC(C)(C)C2)C1c1ccccc1OCC (configuration not stated),-0.86
Cc1ccc(C)c(NS(=O)(=O)c2ccc3c4c(cccc24)C(=O)N3)c1,2.6

# (list continues)
SMILES,Dicer inh
Nc1nc(Sc2cc(-n3cccc3)c(Cl)cc2[N+](=O)[O-])n[nH]1,2.4
CC1(C)COC(N(C(=O)NC2CCCCC2)c2cccc(Cl)c2)=N1,2.6
CCNC(=O)C(=O)NCC1CCCO1 (configuration not stated),2
Cn1nccc1NS(=O)(=O)c1cc(Cl)c(Cl)cc1Cl,-0.18
Cn1ncc(Br)c1NC(=O)Nc1ccccc1,1.8
O=C(NCc1ccccn1)c1cccs1,-0.57
N#Cc1ccsc1NC(=O)/C=C/C(=O)O,0.3
Cc1cc(NS(=O)(=O)c2ccc(NS(=O)(=O)c3cc(C)c(Cl)cc3Cl)cc2)no1,-0.3
Cc1ccccc1CN1CCC(N2CCN(CCO)CC2)CC1,1.4
CC1CCCCC1NC(=O)c1cc2ccccc2o1 (configuration not stated),-0.4
CCCCSC1=C(C#N)C(=O)NCS1,5.7*
COc1ccc(C2OC(=O)c3ccccc3S2)cc1Br (configuration not stated),-0.31
CNS(=O)(=O)Cc1ccc([N+](=O)[O-])cc1,-1.9
Fc1ccccc1CSc1nc2ccccc2o1,1.2
CCOc1cc(C(F)(F)F)c(C(=O)NCc2ccc(Cl)cc2)cn1,-0.6
O=c1[nH][nH]c2nnc(-c3ccccc3)c(-c3ccccc3)c12,0.08
O=[N+]([O-])c1cc(F)ccc1/C=C/N1CCCC1,1.2
O=C(NCCCN1CCN(Cc2ccccc2)CC1)c1cn2cc(C(F)(F)F)cc(Cl)c2n1,-1.3
